Tat export inh: E. coli Tat transport inhibition. actives 0.036% (n = 340,000). AID 488895. E. coli MC4100 TorA-mCherry Tat export, fluorescence. inhibition, % at 10 µM;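 active = mean replicate inhibition at least 50% and at least half of replicates individually reaching 50%; inconclusive = only one of the two criteria met; inactive = neither criterion met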;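 also: exported cargo escapes ClpAP degradation while cytoplasmic cargo is degraded and loses fluorescence; 0% = median of neutral control wells and 100% = median of NaSCN control wells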
DAGLB inhibitor: diacylglycerol lipase beta (human) inhibition | actives 0.059% (n = 340,000) | inhibition, % at 5.17 µM | Q8NCG7 | HEK293T DAGLB membrane lysate, EnzChek fluorogenic substrate; in the data active = inhibition above about 34%;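 also: 0% = enzyme with vehicle and 100% = wells lacking enzyme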
Target sequence (Q8NCG7 whole entry, looked up): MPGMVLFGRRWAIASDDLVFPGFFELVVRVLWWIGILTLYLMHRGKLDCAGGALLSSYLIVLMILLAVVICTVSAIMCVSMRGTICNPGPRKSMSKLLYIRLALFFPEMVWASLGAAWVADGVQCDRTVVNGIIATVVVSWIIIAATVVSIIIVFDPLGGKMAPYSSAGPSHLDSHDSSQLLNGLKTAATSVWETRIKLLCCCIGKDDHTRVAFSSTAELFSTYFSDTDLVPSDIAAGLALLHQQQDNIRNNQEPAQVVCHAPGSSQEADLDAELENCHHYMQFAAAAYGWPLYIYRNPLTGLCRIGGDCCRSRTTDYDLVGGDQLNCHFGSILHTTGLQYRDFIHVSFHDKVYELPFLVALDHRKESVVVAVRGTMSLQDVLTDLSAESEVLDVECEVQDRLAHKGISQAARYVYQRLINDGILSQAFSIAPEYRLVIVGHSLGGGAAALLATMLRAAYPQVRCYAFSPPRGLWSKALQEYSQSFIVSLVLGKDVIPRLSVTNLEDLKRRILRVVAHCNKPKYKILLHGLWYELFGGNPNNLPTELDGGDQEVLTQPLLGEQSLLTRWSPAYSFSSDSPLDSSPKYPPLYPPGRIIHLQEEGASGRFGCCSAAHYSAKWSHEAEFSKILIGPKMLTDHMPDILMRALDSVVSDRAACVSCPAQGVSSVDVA
CAL PDZ FP: blocks peptide binding to human CAL PDZ domain; Q9HD26; purified CAL PDZ, TMR-peptide fluorescence polarization, 1 h; inhibition, % at 20 µM; actives 0.02% (n = 330,000); AID 504414;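 active = highest replicate inhibition of at least 40%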;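 also: plate controls were DMSO neutral control wells for no effect and unlabeled competitor peptide control wells for full effect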
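material = purified tagged CAL PDZ domain construct (CerCALP) | compound dosing = 20 µM, one dose | times = 1 h at RT | measured by = fluorescence polarization from S- and P-plane intensities, G-factor corrected | read-out = inhibition from polarization loss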
Rtt109 HAT inh: blocks Candida albicans Rtt109/Vps75 acetyltransferase activity; Q5AAJ8; purified Rtt109/Vps75, ThioGlo CoA-SH fluorescence, 4 h; inhibition, % at 34.9 µM; actives 0.16% (n = 330,000); AID 540336;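 active = inhibition of at least 50% in every replicate; inconclusive = best replicate reaches 50% inhibition but some replicates fall short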
Target sequence (Q5AAJ8 whole entry, looked up): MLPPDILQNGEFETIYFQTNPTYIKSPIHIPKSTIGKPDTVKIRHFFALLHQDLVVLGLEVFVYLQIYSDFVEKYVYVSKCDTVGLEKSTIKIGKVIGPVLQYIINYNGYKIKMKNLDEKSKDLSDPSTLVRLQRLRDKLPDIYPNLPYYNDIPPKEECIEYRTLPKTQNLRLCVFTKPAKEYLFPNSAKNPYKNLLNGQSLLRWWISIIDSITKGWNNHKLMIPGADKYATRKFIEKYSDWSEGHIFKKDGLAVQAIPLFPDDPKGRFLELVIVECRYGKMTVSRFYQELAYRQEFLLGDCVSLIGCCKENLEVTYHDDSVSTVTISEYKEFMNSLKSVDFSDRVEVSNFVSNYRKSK
PvdQ acylase: P. aeruginosa PvdQ acylase inhibition; purified PvdQ acylase, fluorescence plate reader; inhibition, % at 10 µM; actives 0.063% (n = 340,000); in the data active = inhibition above about 30%, passing the limit was not always enough; inconclusive = no clear call, values can overlap the other calls;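 also: 0% = vehicle neutral wells and 100% = reference inhibitor wells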
phage Ecoli inh: E. coli growth loss with phage present | growth absorbance | inhibition, % at 11.9 µM | actives 0.26% (n = 360,000) | AID 651602; in the data active = inhibition above about 11%
PfHsp90 set2: reduces growth (ATP signal) of yeast expressing P. falciparum Hsp90 | S. cerevisiae expressing PfHsp90, BacTiter-Glo ATP, 48 h; yeast lacking PDR1 and PDR3 efflux regulators | inhibition, % at 9.4 µM | actives 0.32% (n = 310,000);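 active = every replicate shows inhibition above about 80%, whatever the replicate mean, limit read from the data; inconclusive = mean inhibition reaches the set limit but some replicate falls short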;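 also: 0% = DMSO neutral controls and 100% = 20 µM radicicol positive controls; yeast relying on Plasmodium falciparum Hsp90 in place of its own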
AddAB inh: less growth of phage-infected E. coli with AddAB | inhibition, % at 11.9 µM | actives 0.29% (n = 330,000) | AID 435030 | E. coli expressing H. pylori AddAB, absorbance growth; in the data active = inhibition above about 12%;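 also: 0% = vehicle wells of infected cells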
Ecoli viability: counter-screen for AddAB inhibitors: E. coli growth inhibition. AID 449728. E. coli V3065 growth, OD600 absorbance, 18 h. inhibition, % at 11.9 µM. actives 0.27% (n = 330,000);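 active = inhibition above the campaign's mean inhibition across all tested compounds plus 3 SD, cut at about 9.9% in these data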;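 also: uninfected addAB+ strain grown without phage in ampicillin broth; 0% = DMSO wells and 100% = ciprofloxacin 0.95 µg/ml wells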
Wnt bcat act: Wnt/beta-catenin pathway activation | activation, % at 9.35 µM | Wnt/beta-catenin reporter cell assay, activator, plate reader | AID 743398 | actives 1.2% (n = 300,000); in the data active = activation above about 30%, passing the limit was not always enough; inconclusive = no clear call, values can overlap the other calls;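 also: 0% = neutral control wells and 100% = positive control wells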
An asterisk follows results filed as active; ? = inconclusive; nt = not tested or not shown.

SMILES	Tat export inh	DAGLB inhibitor	CAL PDZ FP	Rtt109 HAT inh	PvdQ acylase	phage Ecoli inh	PfHsp90 set2	AddAB inh	Ecoli viability	Wnt bcat act
O=C(CN1C(=O)c2ccccc2S1(=O)=O)c1cccc(Br)c1	-7.8	-0.8	-1.4	21.4	0.5	-0.2	7.7	-2.5	0.8	0.9
CCCNc1ncc2c(=O)[nH][nH]c(=O)c2n1	-4.0	-0.1	0.7	-3.9	-8.9	0.1	10.6	nt	nt	0.4
CNC(=O)C1CCN(S(=O)(=O)c2c(C)noc2/C=C/c2ccc(C)cc2)CC1	-5.2	-1.4	-0.9	-0.1	-2.9	2.4	-0.8	2.5	2.3	5.1
CCOc1ccc(Nc2ccc(C(=O)O)cc2[N+](=O)[O-])cc1	-2.2	6.0	0.8	2.5	-7.2	1.8	-9.4	2.3	-0.9	-0.7
CCOCCCNC(=O)CCCn1nc(C)n2c(cc3sccc32)c1=O	-10.4	1.6	-1.1	4.3	5.6	2.6	1.4	-4.0	-1.4	-0.1
COc1cc(OC)cc(-c2nnc(NC(=O)CCS(=O)(=O)c3ccc(C)cc3)o2)c1	-6.4	2.5	-0.2	-0.1	-13.8	-1.4	nt	-3.4	-4.9	-1.7
Cc1ccc(Nc2nc(Cl)c(C=O)s2)cc1Cl	3.0	-0.9	-3.6	4.8	-9.8	3.1	-17.3	2.7	1.6	-8.5
Cc1nnsc1C(=O)N1CCCC(Nc2ccc(C(C)C)cc2)C1 (stereo not given)	-0.6	-4.8	-1.3	-4.5	-12.7	1.6	-8.7	-0.5	-1.2	0.3
COCCn1nnnc1C(c1ccccc1OC)N1CCN(c2ccccc2F)CC1 (stereo not given)	-6.5	-3.0	-0.1	-1.4	-4.0	0.2	-40.0	2.2	0.9	-0.9
CC(C)(C)c1cc(-c2n[nH]c(=S)n2-c2ccccc2F)n[nH]1	13.8	2.1	0.4	1.7	-13.3	-0.2	7.3	7.1	0.0	34.0*
Cc1c(OCC(=O)N[C@@H](Cc2c[nH]c3ccccc23)C(=O)O)ccc2c1oc(=O)c1ccccc12	-12.1	4.8	-1.6	-2.1	-12.9	3.1	-1.3	1.7	-2.7	-1.3
O=C(Nc1ccc2c(c1)OCO2)C1CC(=O)N(c2cccc(Cl)c2)C1 (stereo not given)	-0.4	-0.8	-2.8	-3.4	-14.7	2.7	10.1	1.8	-0.5	-2.1
COC(=O)Cn1c(=O)c2c(n(Cc3ccccc3)c1=O)N/C(=C/c1ccc(Br)cc1)C2=O	-11.0	2.4	-2.1	1.7	7.0	0.6	-18.0	3.1	-0.8	0.4
O=C(CC(NC(=O)c1ccccc1Cl)c1ccccc1)Nc1ccc2c(c1)OCO2 (stereo not given)	0.5	0.7	0.7	-1.5	-12.4	3.1	-11.7	1.4	-0.3	-1.0
CCC(C)[C@H](NC(=O)N1CCC(C)CC1)C(=O)O (stereo not given in full)	-6.1	1.9	-0.8	2.0	2.9	1.2	6.6	0.3	-1.6	0.0
O=C(NCC1CCCO1)C1CCCN1C(=O)NC1CCCCC1 (stereo not given)	-9.3	1.3	-0.7	-5.8	-2.9	2.6	nt	-0.5	-2.9	-3.0
CCCCNc1nc(=S)[nH]c2cc(OC)c(OC)cc12	-6.7	0.1	-2.4	nt	-12.3	2.3	-18.9	1.2	-1.6	nt
Oc1[nH]c2ccccc2c1C=Nc1ccc2c(c1)OCCO2	-6.1	5.7	1.9	20.6	-5.7	3.3	27.0	nt	nt	nt
Cc1cc(C)cc(N(CC(=O)Nc2ccc(Br)cc2)S(=O)(=O)c2c(C)[nH]c(=O)[nH]c2=O)c1	2.9	4.9	-3.4	-6.7	-11.1	2.2	4.2	2.0	-0.1	0.4
O=C(NCC1CCCO1)c1nn2cccnc2c1Cl (stereo not given)	-4.0	-4.5	-1.5	30.3	-0.5	2.0	21.2	2.4	0.6	1.3

Reprinted from the part before: three entries; new compounds follow.
SMILES	Tat export inh	DAGLB inhibitor	CAL PDZ FP	Rtt109 HAT inh	PvdQ acylase	phage Ecoli inh	PfHsp90 set2	AddAB inh	Ecoli viability	Wnt bcat act
Oc1[nH]c2ccccc2c1C=Nc1ccc2c(c1)OCCO2	-6.1	5.7	1.9	20.6	-5.7	3.3	27.0	nt	nt	nt
Cc1cc(C)cc(N(CC(=O)Nc2ccc(Br)cc2)S(=O)(=O)c2c(C)[nH]c(=O)[nH]c2=O)c1	2.9	4.9	-3.4	-6.7	-11.1	2.2	4.2	2.0	-0.1	0.4
O=C(NCC1CCCO1)c1nn2cccnc2c1Cl (stereo not given)	-4.0	-4.5	-1.5	30.3	-0.5	2.0	21.2	2.4	0.6	1.3
O=C(CC1SC(N2CCCCC2)=NC1=O)Nc1ccc(C(=O)O)cc1 (stereo not given)	3.9	1.7	0.7	-3.6	-0.9	1.2	nt	-1.6	-2.5	-1.9
Cc1c(C)n(Cc2ccccc2)c2ncnc(NCCCN(C)C)c12	-3.6	1.1	-0.1	-1.2	-5.9	0.8	8.4	-2.2	-2.0	1.7
O=C(/C=C/c1cccc2ccccc12)c1ccncc1	-5.2	1.4	-1.2	3.8	-12.1	1.5	5.4	-0.6	-0.7	nt
COc1ccc(OCC(=O)NC(=O)c2ccccc2OC)c([N+](=O)[O-])c1	-4.6	-0.5	-1.8	2.3	-12.4	1.9	11.8	2.6	3.9	4.1
CC(Sc1nc2ccccc2[nH]1)C(=O)NC1CCCCC1C (stereo not given)	-13.4	-1.5	-2.1	2.7	-7.8	4.3	-6.9	0.7	0.2	-1.6
O=C(COC(=O)c1cnccn1)c1ccc(Cl)cc1	10.3	0.0	0.2	8.0	-8.0	1.8	24.3	-0.7	0.7	0.5
CC(C)(C)N(Cc1cc2ccccc2[nH]c1=O)C(=O)c1ccco1	-4.1	-0.1	-2.2	-3.8	8.8	3.1	15.0	1.4	0.2	-4.6
Cc1nc2ccccc2n1S(=O)(=O)c1cc(C(=O)O)ccc1Cl	10.1	0.0	0.2	-5.4	15.2	2.0	-16.6	-0.7	-1.0	-0.6
CC(=O)Nc1ccc(S(=O)(=O)NCC(=O)NCCCc2ccccc2)cc1	-0.8	-2.4	-2.6	6.1	6.6	1.1	59.6	4.2	-1.4	0.9
CCC(=O)OC1(C)C(=O)C=C2C=C(c3ccsc3)OC=C2C1=O (stereo not given)	0.6	7.4	2.6	5.6	-5.3	nt	2.6	1.8	-2.2	nt
COCCCNC(=O)c1ccc(CS(=O)(=O)c2ccccc2C)o1	6.8	-2.3	-1.1	-2.4	-13.8	0.5	17.6	1.7	1.1	-0.2
O=CN1CCc2scc[n+]2-c2ccccc21	-1.4	1.3	-1.1	25.2	-14.5	0.9	nt	-1.0	1.1	nt
C/C(=N\NC(=O)c1ccccc1)c1c(C)[nH]n(-c2ccccc2)c1=O	1.3	3.1	-4.2	1.2	-12.4	-4.4	12.7	1.3	-1.6	-0.1
O=C1N(CN2CCN(c3cccc(Cl)c3)CC2)c2ccccc2C12OCCCO2	-9.6	2.3	-1.3	0.2	-11.0	5.8	nt	3.1	-0.4	nt
CCCS(=O)(=O)N1CCCC(C(=O)N2CCOCC2)C1 (stereo not given)	-4.2	-0.6	-0.4	-2.7	-15.6	1.4	-21.5	2.1	2.6	nt
COCCC(=O)N1CCC(Oc2ccc(C(=O)N3C[C@H]4CC[C@H]3C4)cc2)CC1	-8.7	1.4	0.2	-13.2	-7.5	1.2	-7.5	0.3	-1.9	-3.3
COc1ccc(-c2cc(C(=O)N3CCCCC3)c3ccccc3n2)cc1OC	2.1	-0.6	-0.9	23.6	6.9	2.0	0.3	3.2	0.3	0.6
C=C(C)COc1ccc2c3c(c(=O)oc2c1OCC(=C)C)CCC3	-2.3	-9.6	-2.0	?	5.4	0.7	-3.8	2.0	-0.2	-4.6
CCOC(=O)c1c(NC(=O)c2cccs2)sc2c1CCC2	-4.6	0.9	-2.6	-8.6	9.6	1.2	-4.2	3.7	2.2	-1.1
CC1(C)C2CCC(C2)C1C/C=N/NC(N)=S (stereo not given)	-7.1	-1.7	-0.6	-1.9	-1.5	-3.1	8.0	1.0	2.6	6.4
O=C(C1CCN(S(=O)(=O)N2CCC3(CC2)OCCO3)CC1)N1CCC(Cc2ccccc2)CC1	-8.4	-0.4	-2.1	2.7	-6.1	2.3	-13.7	0.8	-0.2	3.1
CC(C(=O)NC(C)(C)C)N(C(=O)CS(=O)CC(=O)Nc1ccc(F)cc1)C1CCCC1 (stereo not given)	6.3	-2.1	-1.1	3.7	-6.8	-1.0	-20.7	2.3	-0.4	-1.9
CCOC(=O)N/N=C(\C)c1ccc(C)c([N+](=O)[O-])c1	-6.5	0.8	-0.8	6.2	-12.2	3.4	-35.0	4.2	-1.6	nt
COc1ccc(-c2noc(CCC(=O)NCCc3ccccc3)n2)cc1OC	-3.6	0.2	nt	4.6	-14.4	2.4	-0.7	nt	nt	1.5
COc1ccc(OCCC(=O)c2ccc(OC)cc2)cc1	-8.3	-15.7	1.3	-11.8	4.6	0.8	-7.4	1.1	-1.6	-1.9
O=C(O)c1cccc(S(=O)(=O)N(Cc2ccccc2)c2ccccc2)c1	-0.4	2.7	-2.0	-21.1	-9.5	2.9	-8.6	2.4	0.2	-1.7
Cc1nc2sc(C(c3ccco3)N3CC(C)OC(C)C3)c(O)n2n1 (stereo not given)	1.9	-0.4	nt	-7.9	22.4	1.6	7.5	0.1	3.3	0.5
CCn1c(=O)n(CC)c2cc([N+](=O)[O-])ccc21	-8.5	2.4	-0.2	7.8	-18.8	1.2	-40.3	0.8	-1.4	nt
CC(C)/C=C1\CCc2c([nH]c3ccccc23)C1=O	-3.0	-1.3	-0.5	-6.1	-0.9	1.6	-6.5	5.1	-0.4	9.9
O=C1C2C3C=CC(C3)C2C(=O)N1CCN1CCN(Cc2ccc([N+](=O)[O-])cc2)CC1 (stereo not given)	-1.6	0.8	-1.3	-12.8	-10.4	5.4	2.1	0.1	1.8	-1.5
COCCCn1nnnc1SCC(=O)N1c2ccccc2CC1C (stereo not given)	-0.2	1.0	-0.6	-0.3	-15.4	1.4	8.5	2.4	2.1	2.3
CSc1cccc(NC(=O)N2CCN(C)CC2)c1	-3.8	-0.7	-0.6	-6.7	5.9	1.0	-5.6	0.2	1.1	-1.8

An excerpt of these results, field by field.
O=C(C1CCN(S(=O)(=O)N2CCC3(CC2)OCCO3)CC1)N1CCC(Cc2ccccc2)CC1
  Tat export inh: -8.4; DAGLB inhibitor: -0.4; CAL PDZ FP: -2.1; Rtt109 HAT inh: 2.7; PvdQ acylase: -6.1; phage Ecoli inh: 2.3; PfHsp90 set2: -13.7; AddAB inh: 0.8; Ecoli viability: -0.2; Wnt bcat act: 3.1

CC(C(=O)NC(C)(C)C)N(C(=O)CS(=O)CC(=O)Nc1ccc(F)cc1)C1CCCC1 (stereo not given)
  Tat export inh: 6.3; DAGLB inhibitor: -2.1; CAL PDZ FP: -1.1; Rtt109 HAT inh: 3.7; PvdQ acylase: -6.8; phage Ecoli inh: -1.0; PfHsp90 set2: -20.7; AddAB inh: 2.3; Ecoli viability: -0.4; Wnt bcat act: -1.9

No enrichment for hits; about 1.9% have a hit in one of these screens.
